CCT modulator: changes cytosolic chaperonin activity; purified chaperonin ATPase assay, HTRF ADP detection, 30 min; activity change, % (test concentration not listed), hits read low; 0.3% of 360,000 active; AID 651819; in the data active means activity change below about -30%; further: on the % scale 0 is the no-effect control and ±100 the full control effect
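First, chaperonin was dispensed at 40 nM or 20 nM final depending on batch activity. Next, compounds were pinned at 76 uM and ATP added at 10 uM. After 30 min at 37 °C, ADP detection reagents ran 30 min at ambient temperature.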
WRN helicase inh: WRN helicase (human) inhibition; Q14191; WRN helicase unwinding, fluorescent forked duplex, kinetic; Potency, µM (titrated, usually from 114 µM), without a hit: top-dose activity change, negative = inhibition, actives largely listed as inhibitors; 0.46% of 360,000 active; further: potency means the concentration at half of the fitted maximal effect; on the % scale 0 is the no-effect control and ±100 the full control effect; nearly all actives have a fitted effect of over 55% in size
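Kinetic red-fluorescence monitoring (525/598 nm) tracks WRN helicase activity after 100 nM fluorophore-quencher forked duplex and 2 mM ATP are added to 20 nM enzyme pretreated 15 min at room temperature with compound.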
PLK1 PBD block: PLK1 (human) polo-box domain binding inhibition; P53350; Plk1 PBD binding of FITC phosphopeptide, fluorescence polarization; Potency, µM, inactives show max response, negative = inhibition, most hits filed as inhibitors; 2.8% of 360,000 active; further: potency means the concentration at half of the fitted maximal effect; series mostly up to about 57 µM; on the % scale 0 is the no-effect control and ±100 the full control effect; nearly all actives have a fitted effect of over 65% in size
EPAC1 antag: antagonists of human EPAC1. EPAC1 GEF assay, Rap1b-BODIPY-GDP exchange fluorescence. Potency, µM (top dose mostly 115 µM), inactives show top-dose activity change, negative = inhibition, actives largely listed as inhibitors. AID 720709. 0.14% of 360,000 active. O95398;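 further: potency means the concentration at half of the fitted maximal effect; plate controls were vehicle for no effect and positive control for full effect; nearly all actives have a fitted effect of over 50% in size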
Target sequence (O95398 whole entry, looked up): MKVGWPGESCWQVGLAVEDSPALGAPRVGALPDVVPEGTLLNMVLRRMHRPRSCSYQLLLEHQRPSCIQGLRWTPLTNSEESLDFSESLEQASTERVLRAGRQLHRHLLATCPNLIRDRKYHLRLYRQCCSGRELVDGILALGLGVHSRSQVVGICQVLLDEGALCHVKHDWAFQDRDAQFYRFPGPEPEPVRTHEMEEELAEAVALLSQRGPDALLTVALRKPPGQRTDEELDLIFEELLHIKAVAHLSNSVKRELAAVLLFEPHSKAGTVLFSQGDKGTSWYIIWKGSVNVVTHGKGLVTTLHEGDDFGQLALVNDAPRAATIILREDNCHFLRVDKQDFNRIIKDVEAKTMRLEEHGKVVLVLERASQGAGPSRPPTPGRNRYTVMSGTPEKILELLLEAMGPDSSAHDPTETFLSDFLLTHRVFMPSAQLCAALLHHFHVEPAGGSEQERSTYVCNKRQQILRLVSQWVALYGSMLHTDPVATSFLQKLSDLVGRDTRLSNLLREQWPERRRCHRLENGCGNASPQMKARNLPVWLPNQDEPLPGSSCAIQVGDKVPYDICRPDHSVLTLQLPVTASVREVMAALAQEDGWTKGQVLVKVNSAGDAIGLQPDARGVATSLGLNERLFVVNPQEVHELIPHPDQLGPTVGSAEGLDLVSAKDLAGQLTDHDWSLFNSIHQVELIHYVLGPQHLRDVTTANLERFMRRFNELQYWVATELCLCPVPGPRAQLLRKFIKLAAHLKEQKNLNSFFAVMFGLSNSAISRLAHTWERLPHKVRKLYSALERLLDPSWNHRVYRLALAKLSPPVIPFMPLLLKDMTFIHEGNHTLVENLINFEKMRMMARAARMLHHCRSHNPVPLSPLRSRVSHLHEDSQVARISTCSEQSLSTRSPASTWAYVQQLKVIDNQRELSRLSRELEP
PI5P4Ka inh: inhibitors of human PI5P4K alpha | P48426 | 1.2% of 330,000 active | PI5P4Kalpha enzyme, ADP-Glo luminescence, 60 min; active compounds read low | max response, %; active means max response of -50% or lower; inconclusive means between -30% and -50%; inactive means -30% or higher; further: value at the top dose of about 77 µM; on the % scale 0 is the no-effect control and ±100 the full control effect
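ADP-Glo luminescence end-point after a 60 min room-temperature kinase reaction. PI5P4Kalpha and substrate in HEPES pH 7.4 buffer with EGTA, 0.1% CHAPS and 5% DMSO; ATP at 5 microM final.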
EPAC1 ag: agonists of human EPAC1 | EPAC1 agonist qHTS, biochemical assay; response scale: 100% = response to 6.5 mM cAMP | 0.073% of 360,000 active | AID 720707 | Potency, µM (highest dose often 154 µM), for inactives: top-dose activation, hits mostly activators | O95398; further: potency means the concentration at half of the fitted maximal effect; nearly all actives have a fitted effect of over 60% in size
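Nucleotide exchange assay: 100 nM EPAC1 with 250 nM Rap1B loaded with BODIPY-GDP and 50 uM GDP, room temperature. Fluorescence (480/540 nm) read every 5 min for 30 min; signal change normalized to 6.5 mM cAMP as full agonist.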
Mm-Cpn inhibitor: inhibitors of Methanococcus maripaludis chaperonin (MmCpn) | purified Mm-Cpn ATPase, ADP Transcreener TR-FRET | AID 504842 | Potency, µM (top dose mostly 76.9 µM), inactives show at the top dose activity, negative = inhibition, most hits filed as inhibitors | 0.031% of 330,000 active; further: potency means the concentration at half of the fitted maximal effect; on the % scale 0 is the no-effect control and ±100 the full control effect; nearly all actives have a fitted effect of over 80% in size
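ATPase turnover read by TR-FRET ADP competition (Eu cryptate antibody/ADP-d2, 665/590 nm): 10uM ATP final, 25nM Mm-CPN final, 30 min 37degC after 10-min compound preincubation, pH 7.4 Tris/KCl/MgCl2/DTT buffer.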
EPAC2 antagonist: antagonists of human EPAC2; Q8WZA2; AID 720708; EPAC2 GEF exchange of Rap1B-BODIPY-GDP, fluorescence; Potency, µM (titrated, usually from 114 µM), without a hit: top-dose activity, negative = inhibition, usual class: inhibitors; 0.18% of 360,000 active; further: potency means the concentration at half of the fitted maximal effect; on the % scale 0 is the no-effect control and ±100 the full control effect; nearly all actives have a fitted effect of over 45% in size; many of its hits are not listed in these tables
Active calls of the source: *; ? = inconclusive; · = no result given; [ ] = another dose, or the depositor's remark. Unless noted, the call rests on the fitted dose curve; in most records, active means well fitted curve in the direction sought with a large enough effect; inconclusive means small, poorly fitted or top-dose-only effect, or another doubt; inactive means no such curve, though single readings can be large; an effect the other way counts as inactive or inconclusive. These rows are one share of the data; the hit share may differ from the screen's.

SMILES	CCT modulator	WRN helicase inh	PLK1 PBD block	EPAC1 antag	PI5P4Ka inh	EPAC1 ag	Mm-Cpn inhibitor	EPAC2 antagonist
COc1ccccc1NS(=O)(=O)c1ccc2oc(=S)[nH]c2c1	-1.9	-14%	?	13%	-8	2%	2%	-3%
COC(=O)c1ccc(C(=O)OC)c(NC(=O)CSCc2ccccc2Br)c1	-1.7	-9%	-6%	-3%	-2	2%	-2%	-8%
N#Cc1ccc(-c2csc(-c3ccno3)n2)cc1	0.0	-2%	-20%	-6%	-9	6%	-5%	-1%
CCCCNC(=O)C(C)N(CCN(C)C)C(=O)CCCN1C(=O)NC(c2ccc(Cl)cc2)C(C(=O)OCc2ccccc2)=C1C (stereo not given)	0.2	-4%	1%	-1%	-6	-17%	?	-8%
CC1CCCCC12NC(=O)N(CC(=O)c1ccc(Cl)s1)C2=O (stereo not given)	-1.7	2%	-2%	3%	-23	1%	-6%	2%
C/C(=N\NC(=O)CSc1nc2ccccc2o1)c1ccc(O)cc1	-4.1	?	-18%	?	-26	3%	1%	-2%
Cc1ccc(S(=O)(=O)CCc2nnc(NC(=O)c3ccco3)s2)cc1	-0.9	-4%	-2%	-27%	3	0%	0%	10%
Cc1ccccc1NP1(=O)OCCCN1Cc1ccccc1Cl (stereo not given)	0.0	1%	-5%	-17%	3	-12%	·	-5%
Cn1nc(N2CCN(S(=O)(=O)c3ccccc3)CC2)c(=O)n(C)c1=O	1.8	-2%	7%	4%	2	2%	-2%	1%
Cc1cccc(C(P(=O)(c2ccccc2)c2ccccc2)P(=O)(c2ccccc2)c2ccccc2)n1	-0.5	4%	-1%	5%	-4	-8%	0%	12%
Cc1ccccc1-n1c(SCC(=O)N2CCN(c3ccccn3)CC2)nnc1N1CCOCC1	-3.1	?	-2%	-15%	2	1%	0%	-5%
CCCCN(CC)Cc1c(C)[nH]c2ccccc2c1=O	-0.1	7%	-1%	11%	0	2%	0%	0%
CN(C(=O)CSc1nc(-c2ccc(F)cc2)cs1)C1CCS(=O)(=O)C1 (stereo not given)	-2.4	-14%	-8%	-2%	·	10%	-4%	-3%
CCC(C)(C(=O)NC1CCCCC1)N(Cc1cccs1)C(=O)Cc1cccs1 (stereo not given)	-2.2	10%	-2%	17%	·	5%	1%	5%
CN(CC(=O)Nc1ccc(Cl)c(Cl)c1)C(=O)/C=C/c1ccc(F)cc1	-3.6	-28%	-7%	-1%	23	-2%	-1%	2%
CCCc1cnc(Nc2nc(C(N)Cc3ccc(OC)cc3)cs2)nc1 (stereo not given)	-1.4	-4%	3%	16%	-3	-6%	·	25%
O=C1CCC(C(=O)OCC(=O)c2c[nH]c3ccccc23)=NN1	0.4	-26%	-20%	13%	-1	-4%	-3%	18%
Cn1c(=O)n(C)c2cc(/C=N/NC(=O)c3ccc(Cl)cc3Cl)ccc21	-2.0	-19%	-1%	4%	-3	0%	-2%	8%
O=C(COC(=O)C1CC1)NCCNC(=O)COC(=O)C1CC1	1.0	-1%	0%	-5%	5	6%	1%	19%
Cc1cc(NC(=O)c2ccccc2Cl)n(C(C)(C)C)n1	-5.9	7%	-10%	-13%	3	5%	-3%	-3%
C(=N\n1cnnc1)/c1ccc2c(c1)OCO2	0.1	-4%	0%	6%	-2	0%	-3%	-4%
N#Cc1nc(-c2ccc(OCc3ccccc3)cc2)oc1NCCCn1ccnc1	1.0	5%	1%	7%	2	-1%	1%	-5%
Cn1c(N)c(C(=O)COC(=O)/C=C/c2ccc(OC(F)F)cc2)c(=O)n(C)c1=O	-0.3	3%[57.1 µM]	-11%	-2%	1	-5%	1%	-6%
CCOc1ccc(/C=N/NC(=O)CCC(=O)Nc2ccc(F)cc2)cc1	0.0	10%	-7%	-6%	3	2%	1%	2%
Cc1ccc(-c2csc3ncnc(NS(=O)(=O)c4ccc(Cl)cc4)c23)cc1	0.9	-16%	?	-7%	-6	-1%	-1%	-6%
Cc1ccc(C)c(/C(O)=C2/C(=O)C(=O)N(CCN3CCOCC3)C2c2ccc(C)o2)c1 (stereo not given)	-1.3	0%	-11%	6%	6	-2%	0%	1%
O=C1N[C@@H](c2ccccc2)COC(=O)[C@@H](Cc2ccc(F)cc2)CC/C=C/C[C@H]1CC(=O)N(CCO)Cc1ccccc1	-1.1	-13%	6%	-7%	-3	-3%	-1%	-2%
CN(C)S(=O)(=O)n1cnc([C@H]2c3c(ncn3Cc3ccccc3)C[C@H]3COC(=O)[C@@H]32)c1	-2.8	-2%	-5%	-5%	6	-19%	-10%	14%
COCCn1c(SCC(=O)Nc2cccc(C(=O)OC)c2)nc2ccccc2c1=O	1.5	13%	0%	12%	-1	4%	2%	-7%
Cc1csc2nc(CNS(=O)(=O)c3cccnc3)cn12	0.7	-8%	-14%	7%	·	12%	·	-2%

Molecules above containing an aryl thioether with sulfur outside any ring:
SMILES	CCT modulator	WRN helicase inh	PLK1 PBD block	EPAC1 antag	PI5P4Ka inh	EPAC1 ag	Mm-Cpn inhibitor	EPAC2 antagonist
C/C(=N\NC(=O)CSc1nc2ccccc2o1)c1ccc(O)cc1	-4.1	?	-18%	?	-26	3%	1%	-2%
Cc1ccccc1-n1c(SCC(=O)N2CCN(c3ccccn3)CC2)nnc1N1CCOCC1	-3.1	?	-2%	-15%	2	1%	0%	-5%
CN(C(=O)CSc1nc(-c2ccc(F)cc2)cs1)C1CCS(=O)(=O)C1 (stereo not given)	-2.4	-14%	-8%	-2%	·	10%	-4%	-3%
COCCn1c(SCC(=O)Nc2cccc(C(=O)OC)c2)nc2ccccc2c1=O	1.5	13%	0%	12%	-1	4%	2%	-7%

Following part.
SMILES	CCT modulator	WRN helicase inh	PLK1 PBD block	EPAC1 antag	PI5P4Ka inh	EPAC1 ag	Mm-Cpn inhibitor	EPAC2 antagonist
Nn1c(SCC(=O)NCCc2ccc(F)cc2)nnc1C1CCCCC1	-3.6	10%	-12%	-6%	-1	6%	2%	5%
O=c1[nH]c(C2CC2)nc2sc3c(c12)CCCC3	-3.1	1%	-6%	1%	3	-1%	1%	0%
CCC(CO)NCc1sccc1C (stereo not given)	-2.8	-10%	-3%	-2%	1	13%	2%	-2%
COc1ccc(C(=O)c2c3ccc(C(F)(F)F)cc3[n+]([O-])n2CCCN)cc1	-1.2	-30%	-16%	-4%	-1	-14%	0%	-2%
Cc1ccc(C(=O)CSc2ccc(-c3ccccc3)nn2)cc1	0.1	-11%	5%	-19%	-4	8%	-3%	8%
COC(=O)c1sccc1NC(=O)CC1C(=O)NCCN1C(=O)Nc1cc(Cl)ccc1OC (stereo not given)	-0.4	-5%	2%	5%	-3	-1%	0%	-4%
Cc1cc(OCC(=O)N(C)C)c2c(-c3ccccc3)cc(=O)oc2c1	-0.7	-4%	-15%	1%	-2	6%	0%	-21%
COc1ccccc1N1CCN(CCCCN2C(=O)C3CCCN3C2=O)CC1 (stereo not given)	-1.1	-7%	-1%	-17%	0	4%	·	0%
N#CCCN(C(=O)COC(=O)CCc1nc2ccccc2c(=O)[nH]1)c1ccc(F)cc1	-3.6	-28%	-24%	0%	2	-2%	1%	-8%
Cc1oc(-c2cccc(Cl)c2)nc1CS(=O)(=O)CC(=O)NCCN1CCCC1	-0.1	3%	-2%	9%	1	-8%	1%	0%
Cc1ccc(NC(=O)CCOc2ccccc2C)cc1F	0.6	-3%	-6%	-21%	1	-6%	-1%	1%
CCn1c(SCC(=O)OCc2ccccc2)nnc1-c1ccco1	0.9	-9%	-3%	4%	·	4%	2%	-1%
O=C(COc1ccc(S(=O)(=O)Nc2ccc(Cl)cc2)cc1)N1CCOCC1	-0.9	-18%	-13%	?	-11	-1%	-1%	-8%
Cc1ccc2c(c1)-c1cc(C)nn1C(c1ccc3c(c1)OCO3)N2 (stereo not given)	-2.4	-13%	-15%	-14%	9	10%	0%	-10%
Cc1ccc(NC(=O)c2cc([N+](=O)[O-])ccc2NCc2cccnc2)cc1Cl	-1.8	-9%	-1%	-3%	-1	18%	-5%	-10%
CCCCNc1ccc(C(=O)Nc2cccc(C)n2)cc1[N+](=O)[O-]	-7.4	-11%	0%	-3%	·	2%	2%	-15%
COc1ccc(Nc2nc(NC(C)C)nc3ccsc23)cc1OC	0.8	-1%	-6%	-9%	0	3%	·	-8%
Cc1ccc(-n2nnc3c(=O)n(Cc4ccccn4)cnc32)cc1C	-3.8	-5%	1%	5%	1	2%	-1%	17%
Cc1ccsc1C=Nc1ccc(O)cc1	1.6	35µM*	?	35µM*	-51*	12%	-7%	50µM*
NC(=O)C[C@H]1NC(=O)[C@H](CCC(=O)O)NC(=O)c2cc([N+](=O)[O-])cc(I)c2NCCC[C@@H](C(N)=O)NC1=O	-1.5	-30%	-22%	-10%	-1	-14%	-2%	3%
CCN(CC)S(=O)(=O)c1cccc(-c2nnc(SCCOc3ccccc3C)o2)c1	1.0	-2%	-2%	-10%	·	12%	-4%	-7%
O=C(NC1CCCC1)C(c1ccccn1)N(C(=O)c1csnn1)c1ccccc1 (stereo not given)	-2.8	-2%	-12%	14%	-4	6%	0%	-9%
COc1ccc(OCCCC(=O)OC(C)C(=O)Nc2cccc(C(C)=O)c2)cc1 (stereo not given)	-2.6	3%	-12%	-3%	2	-9%	5%	-8%
CCOC(=O)[C@@H](CCc1ccccc1)N[C@H](C)C(=O)N1[C@H](C(=O)O)C[C@@H]2CCC[C@@H]21	-1.5	2%	-6%	-16%	-3	-25%	-2%	1%
CC1CCc2nc(N)c(C#N)c(-c3cccn3C)c2C1 (stereo not given)	-0.5	-1%	0%	-1%	-10	13%	-1%	7%
CC1=NN(c2ccc(C(=O)OC(C)C)cc2)C(=O)/C1=C\C=C\c1ccco1	-0.1	-4%	-15%	-6%	-14	5%	2%	-2%
O=C(Nc1c(F)cc(F)cc1Br)c1cc(S(=O)(=O)N2CCN(c3ccccn3)CC2)ccc1F	-4.2	-1%	-14%	-6%	-1	-5%	-1%	1%
CC(C)c1ccc2nc3sc(C(=O)N4CCc5ccccc5C4)c(N)c3cc2c1	1.3	-6%	-14%	7%	·	?	-10%	16%
Cc1ccc(NC(=O)CN(C)C(=O)C(C)OC(=O)CNC(=O)c2ccc(Cl)c([N+](=O)[O-])c2)cc1 (stereo not given)	-77*	-2%	-9%	-28%	-5	-5%	2%	-2%
CCN(CC)CCNC(=O)Cn1cnc2sc(C)c(S(=O)(=O)N3CCN(c4ncccn4)CC3)c2c1=O	0.0	-2%	-5%	3%	5	8%	-1%	6%
CN(C(=O)CSc1nnnn1C)C1(C#N)CCCCC1	-1.8	-3%	4%	0%	6	4%	2%	-2%
